PTEN del growth – PTEN-deleted cell growth suppression | 140,000 tested, 1.2% active | HCT116 PTEN-null viability, CellTiter-Glo, 60 h; active compounds read low | viability, % at 10 µM;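 active means viability at or below a set limit, 4 SD under the median of all tested compounds, cut at about 3.7% in these data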;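 further: PTEN knockout HCT116 line with beta catenin targeted HCT116 as companion control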
Yeast growth inh – yeast BB579 growth reduction in restrictive medium. AID 804. S. cerevisiae BB579 growth, OD615, 48 h. 140,000 tested, 0.51% active. inhibition, % at 10 µM;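 active means inhibition above a set limit, 3 SD over the mean compound inhibition, cut at about 44% in these data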; further: inactives centre near -24
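Test system: S. cerevisiae DeaD strain BB579 yeast; Medium: restrictive CSMM-D medium; Compound: one dose, 10 µM compound with 0.25% DMSO; Incubation: 4 h cell preincubation, 48 h compound exposure, 30 °C humidified; Signal: OD at 615 nm; Benchmarks: amphotericin B at 10 µg/mL as positive control.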
Phagocyt inh – macrophage phagocytosis inhibition. inhibition, % at 5 µM. AID 1029. 110,000 tested, 0.07% active. J774A.1 macrophage IgG-bead phagocytosis, imaging;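 active means inhibition above the mean of the plate negative controls plus 5 SD, cut at about 13% in these data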;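 further: phagocytic index as fraction of beads internalized from green versus red external bead signal; plate controls were DMSO negative control for no effect and cytochalasin-D positive control for full effect; some results beyond the cut were filed as inactive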
GALR2 blocker – antagonists of human galanin receptor 2 (GALR2); GALR2-expressing cells, antagonist mode; 140,000 tested, 0.39% active; O43603; AID 828; inhibition, % at 4 µM; in the data active means inhibition above about 27%;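 further: cells stimulated with galanin 1-16 at roughly its EC80; 0% = agonist challenge control and 100% = basal control without agonist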
Target sequence (O43603 whole entry, looked up): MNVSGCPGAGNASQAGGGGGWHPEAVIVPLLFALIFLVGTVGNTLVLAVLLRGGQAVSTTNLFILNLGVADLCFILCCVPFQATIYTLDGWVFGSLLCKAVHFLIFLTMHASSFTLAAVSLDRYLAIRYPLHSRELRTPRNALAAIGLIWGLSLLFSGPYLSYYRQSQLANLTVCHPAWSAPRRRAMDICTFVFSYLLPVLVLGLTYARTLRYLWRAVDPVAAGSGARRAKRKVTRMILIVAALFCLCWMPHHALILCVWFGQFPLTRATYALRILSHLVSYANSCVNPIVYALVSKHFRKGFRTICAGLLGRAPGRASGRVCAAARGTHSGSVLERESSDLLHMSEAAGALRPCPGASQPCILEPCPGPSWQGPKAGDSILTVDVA
MRP-1 activ – activates MRP-1; AID 799; H69AR cells + doxorubicin, viability rescue, CellTiter-Glo; viability increase, % at 10 µM; 140,000 tested, 0.61% active;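 active means viability gain under doxorubicin at or above a set limit, the compound median plus 3 SD, cut at about 4.7% in these data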;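 further: MRP-1 overexpressing cells given doxorubicin 25 µM after compound pretreatment; 18-22 h compound pretreatment then 72 h with doxorubicin before readout; 0% = doxorubicin-only wells and 100% = vehicle-treated cells without doxorubicin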
E-sel TNF inh – TNF alpha driven E-selectin expression inhibition | 120,000 tested, 0.71% active | HUVEC TNFa-induced E-selectin immunofluorescence, high content | inhibition, % at 2 µM;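 active means inhibition above the batch mean plus 3 SD, and confirmed as a hit on visual image review, cut at about 43% in these data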;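 further: 0% = TNF-stimulated DMSO wells and 100% = unstimulated control wells; not every result past the cut was called active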
Measles CPE – protection of cells from measles virus; Measles virus-infected cells, CPE protection, absorbance; protection (pct of control), % at 4 µM; 140,000 tested, 1.5% active; AID 841; in the data active means protection mostly above about 24%, no sharp cut-off; inactive means mostly below about 26%; further: some compounds called inactive have numbers as strong as hits
NPY Y2 blocker – antagonists of human neuropeptide Y receptor Y2; P49146; NPY-Y2 expressing cells, antagonist mode; inhibition, % at 2.7 µM; 140,000 tested, 0.99% active; in the data active means inhibition above about 17%;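 further: 0% = vehicle with agonist challenge and 100% = reference antagonist with challenge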
Target sequence (P49146 whole entry, looked up): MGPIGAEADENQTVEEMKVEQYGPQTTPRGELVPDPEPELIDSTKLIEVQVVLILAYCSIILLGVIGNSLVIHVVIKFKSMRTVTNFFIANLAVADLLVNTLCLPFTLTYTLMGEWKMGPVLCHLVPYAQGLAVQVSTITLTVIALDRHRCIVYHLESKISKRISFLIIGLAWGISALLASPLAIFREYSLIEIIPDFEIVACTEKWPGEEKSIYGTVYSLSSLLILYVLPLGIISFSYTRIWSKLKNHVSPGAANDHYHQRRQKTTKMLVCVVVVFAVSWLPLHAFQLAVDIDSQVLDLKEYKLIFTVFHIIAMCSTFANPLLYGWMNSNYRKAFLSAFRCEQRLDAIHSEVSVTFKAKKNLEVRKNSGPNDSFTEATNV
Yeast lifespan up – yeast lifespan extension; S. cerevisiae growth with nicotinamide, OD615; deaD strain in restrictive glucose medium; inhibition of the nicotinamide effect, % at 10 µM; 130,000 tested, 0.68% active;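 active means inhibition above a set limit, placed 3 SD over the median of all compounds, cut at about 26% in these data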;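 further: 0% = nicotinamide-treated wells and 100% = cells grown without nicotinamide; some compounds called inactive have numbers as strong as hits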
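Material: Modified budding yeast, DeaD strain | Medium: Restrictive glucose medium | Probe or stimulus: 1.5 mM nicotinamide | Dosing: Single dose 10 µM compound, 0.25% DMSO | Times: 48 h at 30 °C | Technique: OD615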
HCT116 bCat-KO – beta-catenin-lacking colon tumor cell growth suppression; viability, % at 10 µM; 140,000 tested, 1.5% active; AID 818; HCT116 beta-catenin knockout viability, CellTiter-Glo, 60 h; active compounds read low;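 active means viability at or under a set limit, the compound median less 4 SD, cut at about 6% in these data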;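 further: 0% = Hyamine 1622 control at 20 µM and 100% = untreated cell control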
Numbers without * were called inactive; . = no result given; & = joins results of further samples.

entry	Molecule	PTEN del growth	Yeast growth inh	Phagocyt inh	GALR2 blocker	MRP-1 activ	E-sel TNF inh	Measles CPE	NPY Y2 blocker	Yeast lifespan up	HCT116 bCat-KO
1	CCCN(CC1COc2ccccc2O1)C(=S)Nc1ccc(C)cc1 (configuration not stated)	85	-3	-5	-2	-0.9	.	15	1	-4	90
2	CC(=O)OCC(=O)[C@H]1CC[C@H]2[C@@H]3CCC4=CC(=O)CC[C@]4(C)[C@H]3CC[C@]12C	88	-42	.	1	-0.2	.	29	4	10	81
3	O=C(Nc1ccccc1C(F)(F)F)c1cc(S(=O)(=O)N2CCOCC2)ccc1F	100	-36	.	5	0.0	-6	4	1	.	95
4	CC(C)(C)c1ccc(-c2nnc3sc(-c4ccncc4)nn23)cc1	82	-28	-5	-1	-1.6	-13	5	-1	-6	87
5	O=C(Cn1nnc2ccccc21)c1cccc([N+](=O)[O-])c1	99	-38	3	2	-1.4	-3	2	0	2	98
6	COc1ccc(CCCC(=O)Nc2ccccc2F)cc1	96	-7	.	6	-0.7	.	3	4	-5	93
7	Cc1ccc(S(=O)(=O)CCC(=O)NCc2ccc(Cl)cc2)cc1	96	-6	-6	2	1.4	.	17	1	6	85
8	COCCNC(=O)CSC1=N/C(=C/c2ccc(Cl)c(Cl)c2)C(=O)N1c1ccccc1F	66	-3	.	4	-5.6	.	25	6	6	68
9	CCCCc1ccc(-c2ccc(Br)cc2O)nc1	88	-47	-1	-12	2.3	12	28	-2	-1	93
10	O=C(Nc1ccccc1)c1cccc(N2CCCC2=O)c1	90	20	2	-10	0.2	-6	6	3	-8	92
11	N#Cc1nc(-c2ccc(F)cc2)oc1NCc1cccc2c1OCO2	86	-18	0	1	-0.3	10	12	15	-5	85
12	O=C(C1CCC(C(=O)N2CCCCC2)CC1)N1CCCCC1 (configuration not stated)	99	-63	-1	-9	-0.4	24	8	6	-3	104
13	Cn1c(=O)n(C)c2cc(S(=O)(=O)N3CCOCC3)ccc21	89	3	-1	-10	-1.3	5	13	3	-2	96
14	CCOC(=O)c1c(C)c2c(n1C)CCC/C2=N\O	86	-47	-2	2	-1.6	33	6	32*	-17	109
15	CCN1CCCC1CN(Cc1cc2cc(C)ccc2[nH]c1=O)C(=O)Nc1ccccc1OC (configuration not stated)	53	-13	6	9	-3.8	-13	13	0	-22	53
16	N#CC(C(=O)OC1CCCCC1)c1nc2ccccc2nc1N1CCOCC1 (configuration not stated)	87	-27	-1	9	0.3	-10	12	1	7	85
17	c1ccc(Cn2c(Nn3cnnc3)nc3ccccc32)cc1	99	-29	3	4	-0.2	-1	29	4	-8	86
18	O=C(c1ccco1)N1CCN(C(=O)C2CC(c3ccc(Cl)cc3)=NO2)CC1 (configuration not stated)	87&92	5	1	9	0.3	12	14	2	-9	91
19	Cc1cc(C)c(C(=O)Nc2ccc(Br)c(C(F)(F)F)c2)c(C)c1	32	-12	-2	7	-3.9	12	22	30*	3	57
20	CC1(C(=O)O)C=CC2(CCCCC2)N1C(=O)c1ccccc1 (configuration not stated)	104	-41	.	12	0.8	.	3	3	3	101

Looked up by structure from the entries so far (six):
entry	Molecule	PTEN del growth	Yeast growth inh	Phagocyt inh	GALR2 blocker	MRP-1 activ	E-sel TNF inh	Measles CPE	NPY Y2 blocker	Yeast lifespan up	HCT116 bCat-KO
15	CCN1CCCC1CN(Cc1cc2cc(C)ccc2[nH]c1=O)C(=O)Nc1ccccc1OC (configuration not stated)	53	-13	6	9	-3.8	-13	13	0	-22	53
11	N#Cc1nc(-c2ccc(F)cc2)oc1NCc1cccc2c1OCO2	86	-18	0	1	-0.3	10	12	15	-5	85
4	CC(C)(C)c1ccc(-c2nnc3sc(-c4ccncc4)nn23)cc1	82	-28	-5	-1	-1.6	-13	5	-1	-6	87
8	COCCNC(=O)CSC1=N/C(=C/c2ccc(Cl)c(Cl)c2)C(=O)N1c1ccccc1F	66	-3	.	4	-5.6	.	25	6	6	68
14	CCOC(=O)c1c(C)c2c(n1C)CCC/C2=N\O	86	-47	-2	2	-1.6	33	6	32*	-17	109
6	COc1ccc(CCCC(=O)Nc2ccccc2F)cc1	96	-7	.	6	-0.7	.	3	4	-5	93

Later entries:
entry	Molecule	PTEN del growth	Yeast growth inh	Phagocyt inh	GALR2 blocker	MRP-1 activ	E-sel TNF inh	Measles CPE	NPY Y2 blocker	Yeast lifespan up	HCT116 bCat-KO
21	COc1cccc(-c2nnc(SCC(=O)N3CCOCC3)o2)c1	98	-5	0	-9	-3.1	0	20	8	-10	87
22	COc1ccc(N2CCN(c3ncnc4c3nnn4Cc3ccccc3Cl)CC2)cc1	104	-17	.	-5	-0.1	-13	16	2	.	86
23	C=CCNC(=O)C1CC(=O)N(c2ccc(OCC(=O)NCc3ccccc3)cc2)C1 (configuration not stated)	107	-5	-1	4	-0.5	-20	16	4	-7	100
24	COc1cc(Nc2cc(C)nc3ncnn23)cc(OC)c1	67	12	0	30*	-2.7	-16	5	3	-15	87
25	CCCCCCCOC(=O)c1nc(Cl)c(Cl)c(N)c1Cl	100	-49	0	6	0.2	.	21	1	-6	92
26	COc1cccc(OC)c1C(=O)N1CCOCC1	108	-39	.	5	-1.7	16	3	0	8	96
27	O=C1CCC/C(=N/NC(=O)c2ccc(CN3c4cccc5cccc(c45)S3(=O)=O)cc2)C1	98	-13	-8	9	-2.5	.	8	2	0	93
28	Cc1nnn(C23CC4CC(CC(CC(=O)Nc5ccc(C)c(Cl)c5)(C4)C2)C3)n1	56	-3	-18	2	-4.3	.	16	4	-1	66
29	Cc1ccccc1N(C(=O)Cn1nnc2ccccc21)C(C(=O)NCc1ccco1)c1ccncc1 (configuration not stated)	85	-32	-1	5	-1.5	-33	14	1	-2	90
30	COC(=O)c1ccccc1NC(=O)C12CC3CC(C1)CC(n1cnc(Cl)n1)(C3)C2	74	-22	.	5	0.3	4	3	2	.	72
31	Cc1ccc(/C=N/NC(=O)c2ccccn2)o1	94	-5	.	12	2.0	.	21	-1	-5	98
32	Cc1nc(N/N=C/c2ccccc2)nc(N(C)c2ccccc2)c1[N+](=O)[O-]	104	-43	.	-1	2.6	-3	10	8	-7	97
33	Cc1cc(NC(=O)COC(=O)COc2cccc3c2OC(C)(C)C3)no1	109	-21	-1	-5	0.5	-7	.	2	-16	107
34	CC(=O)c1cccc(S(=O)(=O)N(CCCO)Cc2cc3ccc(C)cc3[nH]c2=O)c1	86	0	-1	-4	-2.3	34	7	0	-16	96
35	Fc1ccc(NC(=S)Nc2ccc(Br)cc2)cc1	60	-32	-1	0	-2.3	11	7	0	-5	61
36	O=C(C1CCCN1C(=O)c1cccs1)N1CCN(Cc2ccc3c(c2)OCO3)CC1 (configuration not stated)	108	-60	.	-2	-1.1	-23	4	-1	-9	97
37	O=C(O)c1ccccc1SC1CC(=O)N(C2CCCCC2)C1=O (configuration not stated)	82	-54	.	-8	-1.3	.	3	4	-14	82
38	CSc1nc(Sc2ccc(Cl)cc2)c2ccccc2n1	64	-20	.	-4	-4.5	23	17	3	-28	70
39	Cc1ccc(C(=O)O)cc1NC(=O)C1CCCN1S(=O)(=O)c1cccc2nsnc12 (configuration not stated)	93	-25	2	6	-0.3	.	9	2	-3	97
40	CCC1(C(=O)c2ccccc2)C(c2ccc([N+](=O)[O-])cc2)C1(C(=O)OC)C(=O)OC (configuration not stated)	72	-14	-7	-3	-3.6	.	15	9	-2	76
41	Cc1cccc(/C=C2/S/C(=N/N=C3\CC4CCC3(C)C4(C)C)NC2=O)c1 (configuration not stated)	58	-34	-2	-5	-4.4	-22	4	6	0	59
42	O=C(NCC1CCCO1)c1ccccc1-c1nc(-c2ccc(Cl)cc2)no1 (configuration not stated)	80	-12	2	4	-1.3	-37	15	5	-14	83
43	CCC(=O)N/N=C/c1ccc(OS(=O)(=O)c2ccccc2)cc1	96	-2	-12	-4	-2.0	-27	18*	0	-8	93
44	CCN(CC)CCN1C(=O)C(=O)/C(=C(/O)c2c(C)[nH]c(C(=O)OC)c2C)C1c1ccc(OC)cc1 (configuration not stated)	95	6	0	21	-1.6	-31	29	2	-3	97
45	COc1ccc(/C=N/Nc2nc(N3CCCCC3)nc(N3CCCCC3)n2)cc1[N+](=O)[O-]	84	-6	.	-1	-0.2	-35	3	2	-7	87
46	O=C(NCc1ccco1)C(c1ccc(F)cc1)N(CC1CCCO1)C(=O)Cn1nnc2ccccc21 (configuration not stated)	89	-9	-2	8	-0.9	3	15	4	-12	95
47	CN(C)S(=O)(=O)c1cccc(NC(=O)COC(=O)c2ccc3c(c2)OCO3)c1	102	-12	-4	10	-0.9	.	5	4	0	97
48	CCOC(=O)C1CCN(C(=O)CC2C(=O)N(Cc3ccccc3)C(C)c3nc4ccccc4n32)CC1 (configuration not stated)	88	-31	1	-13	-2.3	-5	4	2	-4	89
49	CC(=O)Nc1ccc(Nc2nc(C)c([N+](=O)[O-])c(Nc3ccc(NC(C)=O)cc3)n2)cc1	86	-40	-8	0	-2.6	.	18	0	-1	83
50	Nc1cc(N)nc(SCCN2CCCCC2)n1	100	-50	0	5	0.5	-32	17	1	-4	110

Reprinted from the part before: two entries; new compounds follow.
entry	Molecule	PTEN del growth	Yeast growth inh	Phagocyt inh	GALR2 blocker	MRP-1 activ	E-sel TNF inh	Measles CPE	NPY Y2 blocker	Yeast lifespan up	HCT116 bCat-KO
49	CC(=O)Nc1ccc(Nc2nc(C)c([N+](=O)[O-])c(Nc3ccc(NC(C)=O)cc3)n2)cc1	86	-40	-8	0	-2.6	.	18	0	-1	83
50	Nc1cc(N)nc(SCCN2CCCCC2)n1	100	-50	0	5	0.5	-32	17	1	-4	110
51	CC1=C(C(=O)Nc2ccccc2C)C(c2ccc(C)o2)n2c(s/c(=C/c3ccccc3)c2=O)=N1 (configuration not stated)	46	-36	1	7	-3.5	-8	7	1	-3	1.1*
52	CC(C)[C@H](NC(=O)[C@@H]1CSCN1C(=O)OC(C)(C)C)C(=O)NCC1CCC(C(=O)O)CC1 (some centres not stated)	110	-42	0	-10	0.1	16	3	1	-10	108
53	COC(=O)[C@H](CCSC)NC(=O)Nc1ccc(C)c(C)c1	99	-5	-2	3	-1.7	10	5	3	-2	100
54	Cc1cccc(C)c1NC(=S)NC1CCCCC1	77	-19	-5	5	1.5	.	.	4	1	82
55	Nc1c(-c2ccc(Cl)cc2)cnn1-c1cccc([N+](=O)[O-])c1	87	-18	.	0	-1.2	23	18	-1	-7	81
56	O=c1c2ccccc2nc(SCc2ccccc2)n1Cc1ccco1	90	-65	1	-6	-1.4	18	14	2	0	87
57	CCOC(=O)c1cnn(-c2ccc(Cl)cc2)c1C1CCN(C(=O)OC(C)(C)C)CC1	80	-38	0	-15	-2.2	10	5	3	-4	78
